Screens deposited in PubChem by The Scripps Research Institute Molecular Screening Center.
ARFGAP1 inhibitor – rat ARFGAP1 inhibition; Q62848; Arfgap1-stimulated ARF1 GTP hydrolysis, GDP FP detection; inhibition, % at 16.5 µM; 360,000 tested, 0.26% active; AID 651572;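 active = inhibition above a per-plate limit, mean inhibition of low control wells plus 3 SD, cut at about 25% in these data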;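 note: 0% = DMSO wells with enzyme and 100% = wells lacking Arfgap1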
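Assay system: purified rat His6-Arfgap1 residues 1-136 (GAP domain); Reagent: human Δ17 ARF1 bound to GTP; Dosing: 16.5 µM single point, 1.26% DMSO; Times: GTP hydrolysis reaction 2 h at 25 °C; Signal: FP, GDP Alexa 633 tracer displaced from anti-GDP antibody, 620/688 nm; Measure: % inhibition from polarization.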
ADAM17 inh – inhibitors of human ADAM17; P78536; recombinant ADAM17, EDANS/DABCYL FRET peptide cleavage; inhibition, % at 6.95 µM; 370,000 tested, 0.83% active; AID 720648;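 active = inhibition above the mean of compounds lying between control limits plus 3 SD, set per campaign, cut at about 8.5% in these data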;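 note: 0% = DMSO-only wells as the low control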
PLCg1 inh – blocks human PLC-gamma1 enzyme activity; P19174; purified PLC-gamma1, fluorogenic substrate, fluorescence; AID 720700; inhibition, % at 12.2 µM; 370,000 tested, 0.84% active; in the data active = inhibition above about 9.5%
ASAP1 GAP inh – inhibitors of human ASAP1 ArfGAP activity | ASAP1-stimulated ARF1 GTP hydrolysis, GDP FP detection | inhibition, % at 16.5 µM | 360,000 tested, 0.19% active | AID 624377; in the data active = inhibition above about 25%;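 note: 0% = vehicle with enzyme and substrate and 100% = no enzyme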
DDE Tn6 FP inh – inhibitors of Tn6 peptide binding to human fibrin DD(E); P02675; 370,000 tested, 0.21% active; inhibition, % at 8.3 µM; Fibrin DD(E) TRITC-Tn6 fluorescence polarization displacement;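 active = inhibition above a per-campaign cutoff: mean of compounds within control limits plus 3 SD, cut at about 15% in these data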;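 note: 0% = median of all compound wells on the plate and 100% = blocking peptide control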
UHRF1 MBD2 ctr – human UHRF1 methylated DNA binding inhibitors. inhibition, % at 4.4 µM. 370,000 tested, 0.75% active. UHRF1 binding to methylated oligo, TR-FRET; in the data active = inhibition above about 21%;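 note: UHRF1 SRA domain binding a hemimethylated CpG hairpin DNA probe; 0% = median of test compound wells and 100% = reference inhibitor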
PLCb3 inh – blocks human PLC-beta3 enzyme activity; 370,000 tested, 0.18% active; inhibition, % at 12.2 µM; AID 720704; Purified PLC-beta3, fluorogenic substrate, fluorescence; in the data active = inhibition above about 11%;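 note: 0% = median of compound wells on plate and 100% = full blocker control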
Target sequence (Q01970 whole entry, looked up): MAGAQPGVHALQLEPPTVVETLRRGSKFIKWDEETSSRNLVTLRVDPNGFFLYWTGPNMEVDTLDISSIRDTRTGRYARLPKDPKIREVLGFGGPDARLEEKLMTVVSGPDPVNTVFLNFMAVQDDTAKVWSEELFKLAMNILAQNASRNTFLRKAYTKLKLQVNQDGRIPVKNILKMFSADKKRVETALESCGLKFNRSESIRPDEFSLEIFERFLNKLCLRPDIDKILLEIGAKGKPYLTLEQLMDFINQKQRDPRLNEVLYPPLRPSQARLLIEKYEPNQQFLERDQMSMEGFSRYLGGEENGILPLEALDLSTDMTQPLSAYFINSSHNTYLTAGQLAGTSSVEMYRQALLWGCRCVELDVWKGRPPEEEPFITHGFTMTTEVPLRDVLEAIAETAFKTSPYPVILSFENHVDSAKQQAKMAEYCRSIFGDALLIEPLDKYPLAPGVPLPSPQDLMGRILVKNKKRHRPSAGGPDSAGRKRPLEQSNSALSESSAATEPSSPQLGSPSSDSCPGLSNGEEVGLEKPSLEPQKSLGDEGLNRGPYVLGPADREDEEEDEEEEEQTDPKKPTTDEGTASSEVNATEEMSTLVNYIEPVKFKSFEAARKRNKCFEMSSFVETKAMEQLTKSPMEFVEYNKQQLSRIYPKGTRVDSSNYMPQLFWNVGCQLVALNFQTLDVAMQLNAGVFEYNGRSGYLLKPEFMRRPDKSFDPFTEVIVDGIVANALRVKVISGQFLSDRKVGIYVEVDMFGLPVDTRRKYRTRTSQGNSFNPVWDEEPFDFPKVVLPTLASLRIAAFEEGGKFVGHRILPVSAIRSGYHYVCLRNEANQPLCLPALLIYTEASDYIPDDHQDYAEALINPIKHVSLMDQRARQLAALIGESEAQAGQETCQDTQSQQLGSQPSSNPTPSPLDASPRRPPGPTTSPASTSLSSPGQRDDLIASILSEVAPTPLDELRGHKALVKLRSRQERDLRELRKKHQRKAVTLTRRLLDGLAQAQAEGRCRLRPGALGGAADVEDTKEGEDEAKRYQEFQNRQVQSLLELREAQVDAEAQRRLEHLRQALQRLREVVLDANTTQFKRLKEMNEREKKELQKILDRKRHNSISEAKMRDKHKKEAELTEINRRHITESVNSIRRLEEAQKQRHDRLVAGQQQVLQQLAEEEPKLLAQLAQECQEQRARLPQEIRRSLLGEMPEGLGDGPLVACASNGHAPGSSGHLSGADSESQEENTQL
MBD2 DNA inh – inhibitors of human MBD2 binding to methylated oligonucleotide | TR-FRET | 370,000 tested, 0.31% active | Q9UBB5 | inhibition, % at 4.4 µM | AID 686964; in the data active = inhibition above about 13%
DDE Tn7 FP inh – disrupts Tn7 cyclic peptide binding to fibrin D-Dimer-E complex. FP displacement of FITC-Tn7 peptide from fibrin DD(E); 0% = median of compound wells per plate. inhibition, % at 8.3 µM. 370,000 tested, 0.13% active. AID 720508;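 active = inhibition above the mean of compounds falling within the control limits plus 3 SD of them, cut at about 14% in these data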;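 note: 0% = plate median of compound wells and 100% = 10 µM Aha-Tn7 peptide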
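Also added: labelled Tn7 tracer, 0.1 µM; Assay system: human fibrin DD(E) protein; Amount: 2 µM fibrin DD(E); Schedule: 10 min compound pre-incubation, 3 h probe incubation at room temperature; Repeats: one replicate per compound; Read-out basis: percent inhibition; Measured by: fluorescence polarization of the labelled Tn7 tracer.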
proKLK7 act – activators of human kallikrein-7 zymogen | AID 652039 | activation, % at 7 µM | 370,000 tested, 0.9% active | purified proKLK7, EDANS-DABCYL substrate fluorescence; 100% is mature enzyme control, 0% vehicle | P49862;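 active = activation above the mean of all tested compounds plus 3 SD, computed per campaign excluding outliers beyond control limits, cut at about 13% in these data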
Starred values were filed as active, the others as inactive; i = inactive; & = joins results of further samples. This is a random part of the collection. About 4.1% of those tested had a hit in this group.

SMILES | ARFGAP1 inhibitor | ADAM17 inh | PLCg1 inh | ASAP1 GAP inh | DDE Tn6 FP inh | UHRF1 MBD2 ctr | PLCb3 inh | MBD2 DNA inh | DDE Tn7 FP inh | proKLK7 act
CCOc1ccc(-c2nnn(CC(=O)N3CCCC(C)C3)n2)cc1 (stereo unspecified) | 20 | -1 | 1 | -7 | 3 | 2 | -4 | 2 | 0 | -0.1
Cc1ccc(SC[C@H](Cc2ccccc2)N2CCN(C)CCC2=O)cc1 | 6 | 0 | 2 | 8 | -1 | -1 | 1 | 3 | -3 | 0.0
CCOc1ccc(N(CC(=O)Nc2ccccc2F)S(=O)(=O)c2c(C)[nH]c(=O)[nH]c2=O)cc1 | 1 | -8 | 2 | -2 | 1 | 2 | -3 | 3 | 3 | -0.4
CCc1cc([N+](=O)[O-])cc(CC)c1N | -3 | 1 | 0 | 5 | 3 | -3 | 0 | -11 | 6 | 0.0
O=C(O)CSc1nnnn1-c1ccc2c(c1)OCCO2 | -8 | -4 | -2 | 0 | -9 | 3 | 1 | 2 | 2 | -0.1
Cc1cc(OCC(=O)OCC(=O)NCCN2C(=O)CSC2=O)ccc1Cl | 11 | 0 | -1 | 13 | -7 | -1 | 1 | 0 | -5 | -0.6
Cc1ccc(S(=O)(=O)CCC(=O)OCC(=O)c2cc(C)ccc2C)cc1 | 7 | -4 | -1 | -2 | 1 | 0 | -5 | 4 | -2 | -0.3
O=C(Nc1cccc2ccccc12)c1ccccc1 | -6 | 2 | 10* | -12 | -7 | 2 | 1 | -2 | 1 | -0.1
COc1ccc2cc3cc(C(=O)NCCN4CCN(Cc5ccccc5)CC4)oc3nc2c1 | 5 | i | i | 9 | 4 | -11 | i | -5 | 2 | 1.8
O=C(Cn1ccc(C(F)(F)F)n1)Nc1ccc(S(=O)(=O)NCc2ccco2)cc1 | -9 | 0 | -2 | 3 | -2 | 1 | -4 | 1 | 0 | 0.0
Cc1onc(-c2c(F)cccc2Cl)c1C(=O)N(C)CCc1ccccn1 | -8 | -4 | 1 | 0 | 2 | 0 | -6 | 4 | 0 | -0.3
CSCCNCc1cn(-c2ccc(F)cc2F)nc1-c1ccccc1C | 11 | 3 | 8 | -7 | 3 | 5 | 7 | -6 | -5 | -0.1
O=C(Cn1nnc(-c2ccccc2)n1)N/N=C/c1cc([N+](=O)[O-])c(Cl)cc1Cl | 8 | -2 | -3 | -7 | 9 | -8 | 3 | -6 | -1 | 0.2
O=C(NN=C(c1ccccc1)c1ccccn1)c1ccccc1 | -4 | 3 | 9.7* | -22 | -4 | 8 | 0 | -3 | 7 | -0.3
Cc1nc(-c2ccc(-n3nncc3-c3ccco3)cc2)cs1 | -7 | -4 | -2 | -8 | -3 | 1 | -11 | -4 | 1 | 0.2
Cc1cccc(NC(=O)CSCC(=O)Nc2cccc3ncccc23)c1 | -2 | -9 | -8 | -10 | 1 | -2 | -15 | -3 | 1 | 0.2
COC(=O)c1ccc(CC(=O)c2c(C)cc(O)cc2O)o1 | 2 | 2 | -10 | 1 | 3 | -5 | -18 | -4 | -8 | 0.9
CC(C)c1ccc(-c2nnc(SCC(=O)NC3CC3)n2C)cc1 | -7 | -6 | 3 | 1 | 2 | 4 | -2 | 3 | 9 | -0.5
CC(=O)NC(CCS(C)(=O)=O)C(=O)Nc1ccc(Cl)c(Cl)c1 (stereo unspecified) | 12 | 0 | 4 | -6 | -2 | 2 | 7 | 2 | -3 | -0.1
C/C(=C/c1ccccc1)C(=O)N1CCN(c2ccccc2)CC1 | -10 | -3 | 1 | -6 | 3 | 4 | -6 | 2 | -5 | -0.4
O=C(OCC(=O)N1CCN(C(=O)c2ccco2)CC1)C1=COCCO1 | -12 | -4 | 0 | 5 | 2 | 7 | -1 | 1 | 3 | 0.4
O=C(NNC(=O)C1CCN(Cc2ccc(Cl)c(Cl)c2)CC1)c1cccs1 | -5 | 0 | -1 | -4 | -1 | 0 | 0 | 1 | -1 | -0.2
CC1CCN(C(=O)c2ccc(-n3cnnn3)cc2)CC1 | -1 | -2 | 1 | -7 | 2 | 0 | 4 | -2 | 4 | 0.0
O=C(CN(Cc1ccccc1)S(=O)(=O)c1ccc(F)cc1)NCc1ccncc1 | 8 | -6 | 1 | 3 | -4 | 6 | -9 | 7 | 1 | 0.5
Cc1nn2cc(-c3ccc(-c4ccccc4)cc3)nc2s1 | 7 | -5 | -11 | 14 | -3 | -4 | -13 | -2 | 1 | 0.4
C=CCNc1cc(=O)n(Cc2ccccc2)c(=O)[nH]1 | 0 | -13 | -6 | 9 | -2 | 4 | -11 | 4 | -3 | 0.1
CN(C)C(=O)N1CCCC(C(=O)NCc2ccccc2)C1 (stereo unspecified) | -5 | -1 | 1 | 14 | -2 | 3 | -2 | 6 | 0 | 0.4
CCN1C(=O)[C@@H]2[C@@H](c3ccc(-c4ccc(OC)cc4)c(OC)c3)N3CCCC[C@@]3(C(=O)OC)[C@@H]2C1=O | 3 | 9.3* | -11 | 14 | -6 | 7 | -20 | 3 | 6 | 0.9
CC(=O)NCC(=O)N(C)C(C(=O)Nc1ccc2c(c1)OCCO2)c1ccccc1 (stereo unspecified) | -7 | 3 | 2 | 6 | -9 | 3 | 1 | 2 | -1 | 0.7
Cc1cc(NC(=O)COC(=O)CCNS(=O)(=O)c2c(Cl)cccc2Cl)no1 | 9 | -1 | 2 | 0 | -5 | -1 | 3 | -3 | -8 | -0.3
COc1ccccc1NC(=O)CSc1nnc(-c2ccc(NC(C)=O)cc2)n1C | -5 | -6 | 3 | -6 | 12 | 0 | -2 | 1 | 4 | 0.6
O=C(Nc1cc(=O)[nH]c2ncnn12)c1ccccc1F | -7 | -3 | 0 | -1 | 2 | 2 | -4 | -3 | 2 | -0.1
CNc1c([N+](=O)[O-])ncn1C | -4 | 0 | 2 | 4 | -4 | -1 | 6 | -1 | 2 | 0.0
O=S(=O)(Nc1ccccc1Cl)c1ccc2[nH]c(=S)oc2c1 | -2 | 1 | -1 | -11 | -2 | 0 | -9 | -7 | -1 | 0.3
COc1ccc(S(=O)(=O)N(CC(=O)NC(C)C)Cc2ccccc2)cc1 | 4 | 0 | -2 | -2 | 13 | -1 | 0 | -6 | 5 | 0.3
CCOC(=O)[C@]12CCCC=C1N(Cc1ccco1)C(=O)[C@H](CC(=O)NCCc1ccccc1OC)C2 | 8 | 0 | 4 | 2 | 11 | 1 | 0 | -6 | -9 | 0.8
Cc1c(C)n(C)c2ccc(C(=O)NCCCN3CCN(c4ccc(F)cc4)CC3)cc12 | 0 | -2 | -6 | -10 | -6 | 5 | -22 | 5 | -2 | 0.2
CC(C)C[C@@H](CN1CCC[C@H]1CN1C(=O)C(=O)NC[C@@H]1Cc1ccccc1)N1C[C@H](Cc2ccc(O)cc2)N(CCc2ccccc2)C(=O)C1=O | 7 | 0 | 2 | -10 | -7 | 9 | 2 | 0 | 0 | 0.6
O=C(NCCCO)/C(=C/c1ccco1)NC(=O)c1ccc(Br)o1 | -8 | 0 | 2 | -10 | 2 | -2 | 3 | -6 | 4 | -0.3
CCOc1ccc(NC(=O)CN(C)C(=O)Cn2c(=O)cnc3ccccc32)cc1OCC | -10 | -2 | 2 | -1 | 7 | -1 | -7 | -5 | -2 | 0.3
CC(C)(C)NC(=O)CSc1nc2scc(-c3ccccc3)c2c(=O)[nH]1 | 4 | -3 | -5 | 1 | -3 | -7 | -3 | -4 | 2 | -0.8
COc1ccc(C2NC(=O)c3sc(=S)n(-c4ccccc4)c3N2)cc1 (stereo unspecified) | 0 | 1 | 5 | -5 | 7 | -1 | 1 | -2 | 7 | 0.4
O=C(Nc1ccncc1)c1ccc(S(=O)(=O)Nc2ccccc2)cc1 | 2 | 0 | 2 | -2 | -2 | -3 | -5 | 6 | 0 | 0.3
Cc1sc2nc(-c3ccccn3)[nH]c(=O)c2c1-c1ccccc1 | 2 | -35 | -272 | -8 | 7 | -3 | -309 | -6 | -8 | -8.4
COCCn1c(Cc2ccccc2)nnc1SCC(=O)Nc1oc(C)c2c(C)n[nH]c(=O)c12 | -2 | -5 | 3 | -7 | 0 | 1 | -3 | 1 | -1 | -0.1
Cc1ccc(SCC(=O)NCc2cccnc2)cc1 | -2 | -1 | 0 | 8 | 3 | 2 | 5 | -1 | 4 | 0.4
CC(=O)c1cc(C#N)c(SCC(=O)OC(C)C)nc1C | 15 | -3 | -4 | -5 | 0 | -1 | -4 | 2 | 6 | 0.0
Cc1ccc(NCc2nnc(SCC(=O)N3CCCc4ccccc43)o2)c(C)c1 | -7 | 5 | 5 | 15 | -2 | 6 | 5 | 4 | 2 | -0.2
COC(=O)Nc1nnc(CC(=O)Nc2ccccc2C)s1 | 16 | -5 | -8 | -2 | -5 | 1 | 1 | 1 | 0 | -0.9
Cc1cc(N2CCN(c3ccc(C(F)(F)F)cc3[N+](=O)[O-])CC2)c2ccccc2n1 | 12 | 7 | 8 | 5 | -6 | 2 | 4 | -3 | -3 | -0.4
Cc1ccc2c(c1)N(C(=O)CCC(=O)Nc1ccccc1Cl)CC(C)O2 (stereo unspecified) | 1 | 2 | 3 | -10 | 3 | -2 | 1 | 1 | 1 | 0.2
Cc1noc(C)c1NC(=O)N(C)C[C@H]1Oc2ccc(NC(=O)NC(C)C)cc2C(=O)N([C@H](C)CO)C[C@@H]1C | 0 | -2 | -3 | 0 | 8 | -1 | -1 | -2 | 1 | -0.2
O=C1NC(=S)S/C1=C/c1ccc(Oc2cnccn2)cc1 | -1 | 4 | 1 | -12 | -1 | 2 | 5 | -10 | -9 | -0.4
O=C(O)CCc1ccc(-c2ccc(F)cc2)n1CCC(=O)O | -4 | -30 | -45 | -11 | 7 | 0 | -62 | -2 | 3 | -2.3
COC(=O)Cn1ncn2c(cc3oc(C)cc32)c1=O | -9 | 1 | -2 | -9 | -3 | -3 | -5 | -11 | 2 | 0.2
COc1ccc(C(C#N)=Cc2ccc(OC)c(OC)c2)cc1 | 1 | 1 | -18 | 4 | -8 | -2 | -21 | 4 | -8 | -0.1
Cc1ccc(NS(=O)(=O)c2ccc3c(c2)CCC(=O)N3)cc1 | -3&5 | -2&-1 | 5&2 | 10&6 | -7&3 | 4&15 | -2&-3 | 10&-1 | 2&0 | -0.1&0.3
CCc1c(C(=O)OCc2ccccc2)[nH]c(C)c1C | 2 | 1 | 0 | 5 | 2 | -3 | -7 | -2 | 11 | 0.7
COc1cccc(CN2CCCCC2C(=O)O)c1 (stereo unspecified) | -4 | 0 | -3 | -3 | -1 | -2 | 2 | 1 | 4 | 0.3
